MC4R antagonist = MC4R antagonists of cAMP signaling, primary screen, cell-based, TR-FRET, antagonist arm of biased-ligand search; MC4R-expressing cells, MTII-stimulated cAMP, LANCE TR-FRET; inhibition, % at 6.5 µM; 0.48% of 360,000 active;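 active = inhibition above its plate's cutoff, the mean of tested wells on that plate plus 3 SD, cut at about 29% in these data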;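 note: 0% = Melanotan II alone and 100% = Melanotan II plus saturating MCL0020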
Target sequence (P32245 whole entry, looked up): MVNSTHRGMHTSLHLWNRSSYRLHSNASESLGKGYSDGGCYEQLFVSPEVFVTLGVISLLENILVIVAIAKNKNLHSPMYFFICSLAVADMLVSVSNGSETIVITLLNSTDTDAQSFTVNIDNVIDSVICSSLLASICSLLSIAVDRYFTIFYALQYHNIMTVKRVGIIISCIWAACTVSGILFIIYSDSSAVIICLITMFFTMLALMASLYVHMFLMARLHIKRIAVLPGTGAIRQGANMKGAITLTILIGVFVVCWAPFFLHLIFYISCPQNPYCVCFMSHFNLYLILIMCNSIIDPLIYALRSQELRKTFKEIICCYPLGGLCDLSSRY
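Material: U2OS-MC4R stable cell line | Reagent: Melanotan II challenge after compound preincubation | Doses: One concentration, 6.5 µM nominal | Incubation: 30-min compound preincubation, 1-h Melanotan II challenge, 1-h detection, room temperature | Signal: TR-FRET cAMP assay | Replicates: One well per compound, no replicates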
Exocytosis inh = LAMP-1 surface exposure blockers, TALL-104 cells – cell-based, flow cytometry, MLPCN library, primary screen; TALL-104 LAMP-1 surface exposure; cells stimulated with thapsigargin and PMA; inhibition, % at 10 µM; 0.66% of 360,000 active;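 active = inhibition above about 55%, limit read from the data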
PDI inh = inhibitors of human PDI, primary screen, biochemical, turbidity, single point, plate reader. 0.052% of 350,000 active. inhibition, % at 10 µM. PDI insulin aggregation turbidity, A650, 90 min;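 active = mean inhibition across replicates of 30% or more, whatever share of single replicates reach that level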;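 note: absorbance from insulin aggregation driven by PDI reduction with DTT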
Target sequence (P07237 whole entry, looked up): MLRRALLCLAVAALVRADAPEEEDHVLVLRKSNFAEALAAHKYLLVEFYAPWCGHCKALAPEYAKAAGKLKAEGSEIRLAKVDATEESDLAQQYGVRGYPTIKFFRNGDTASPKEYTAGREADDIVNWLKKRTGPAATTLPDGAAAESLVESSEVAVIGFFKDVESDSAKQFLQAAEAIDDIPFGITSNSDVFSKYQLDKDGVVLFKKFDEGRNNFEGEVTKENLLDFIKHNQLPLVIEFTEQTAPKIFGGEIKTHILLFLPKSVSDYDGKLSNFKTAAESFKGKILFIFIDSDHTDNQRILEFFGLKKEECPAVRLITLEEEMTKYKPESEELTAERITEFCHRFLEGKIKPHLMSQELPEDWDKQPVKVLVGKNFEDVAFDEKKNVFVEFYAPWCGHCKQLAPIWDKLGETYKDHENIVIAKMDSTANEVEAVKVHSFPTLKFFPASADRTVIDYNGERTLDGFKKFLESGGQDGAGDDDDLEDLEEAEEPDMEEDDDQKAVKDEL
MC4R ag barr = MC4R agonists recruiting beta-arrestin, primary screen, cell-based, luminescence, agonist arm of biased-ligand search | AID 540308, 2011 | U2OS MC4R beta-arrestin complementation; percent of melanotan II response, DMSO zero | Melanocortin receptor 4 (Homo sapiens), P32245 | 0.98% of 360,000 active | activation, % at 8.9 µM;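 active = activation above a per-plate cutoff, the mean activation of sample wells on that plate plus 3 SD, cut at about 8% in these data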
m5-HT2A agonist = mouse Htr2a agonists via beta-arrestin recruitment, primary screen, cell-based, luminescence; 0.66% of 360,000 active; 5-hydroxytryptamine receptor 2A (Mus musculus), P35363; activation, % at 7.6 µM; CHO-K1 mHTR2A beta-arrestin complementation; percent of 30 µM serotonin response;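 active = activation above a run cutoff, the mean activation of all tested compounds plus 3 SD, cut at about 14% in these data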;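 note: 0% = plate median of compound wells and 100% = 30 µM serotonin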
Cardio protect = cardioprotection against H2O2-induced cell death, primary screen, uHTS, H9c2 cells, ATPLite luminescence; protection from H2O2 cell death, % at 20 µM; 0.63% of 360,000 active; AID 588492, 2011; H9c2 cardiomyocytes, H2O2 injury protection, 2 h;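 active = compounds giving at least 50% protection of heart cells from peroxide-induced death in the single-dose screen, raw or plate-pattern-corrected value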;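 note: 0% = DMSO wells with peroxide and 100% = DMSO wells without peroxide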
CaV13 ICDI inh = Primary screen for inhibitors of IQ motif and Ca2+-dependent inactivation inhibitor domain binding in CACNA1D, Förster resonance energy transfer in living cells, …. HEK cells, CFP/YFP FRET ICDI-IQ, plate reader, 10 min; percent FRET-ratio fall versus neutral wells. inhibition, % at 12.3 µM. 0.098% of 340,000 active;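 active = mean replicate inhibition of at least 30% and at least 1% of replicates passing that level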;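 note: 0% = median of the neutral control wells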
Glyco luc inh = increase of ERlucT glycosylation luciferase signal, primary screen, N-linked glycosylation inhibitor project, D54 ERlucT cells, luminescence, set 2 | reporter increase, % at 12.5 µM | 0.23% of 360,000 active | D54 ERlucT glycosylation luciferase reporter, 24 h; percent of 100 nM tunicamycin response;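 active = mean luciferase reporter signal, scaled so untreated is 0 and the glycosylation-blocking control 100, at or above a set limit in every replicate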;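 note: luciferase carries N-glycosylation sites so blocking glycosylation raises the light; 0% = median of neutral control wells and 100% = median of 100 nM tunicamycin wells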
ABHD5-PLIN5 inh = ABHD5-PLIN5 interaction inhibitors, primary screen, cell lysate, split luciferase complementation, luminescence | Perilipin-5 (Homo sapiens) + 1-acylglycerol-3-phosphate O-acyltransferase ABHD5 (Homo … | inhibition, % at 4 µM | Split G. princeps luciferase complementation, 4 h | 0.78% of 360,000 active;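 active = inhibition above the mean inhibition across every tested compound plus 3 SD, cut at about 22% in these data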;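 note: 0% = DMSO only wells and the 100% control is not disclosed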
ABCB6 inh MLPCN = ABCB6 transporter inhibitors, primary screen, K562-ABCB6 cells, flow cytometry, MLPCN library. ATP-binding cassette sub-family B member 6 (Homo sapiens), Q9NP58. K562-ABCB6 porphyrin accumulation, 1 h; stronger effect = lower value. fluorescence ratio to DMSO, % at 10 µM. 0.19% of 360,000 active;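 active = fluorescence ratio to DMSO below 75%, the collection mean minus 3 SD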;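 note: signal is porphyrin accumulated inside mitochondria; 100% equals median channel fluorescence of DMSO control wells; lower ratio means ABCB6 inhibition with less porphyrin fluorescence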
Active calls of the source: *; . = not tested or not shown. The order is random; overall some 4.2% were active at least once.

(1) CN(C(=O)c1cccc(NC(=O)Cc2ccc(NC(=O)C3CCN(S(=O)(=O)c4cccc([N+](=O)[O-])c4)CC3)cc2)c1)C1CCCCC1
(2) O=C(NNC(=S)Nc1ccccc1)c1ccco1
(3) CCCCCCn1c(N(CC)CC)nc2c1c(=O)[nH]c(=O)n2C
(4) Cc1noc(C)c1C(=O)Nc1nnc(-c2ccccc2)s1
(5) Cc1nn(-c2ccccc2)c(C)c1/C=C/C(=O)OCC(=O)Nc1ncc(C(F)(F)F)cc1Cl
(6) CC(O)c1cccc(NC(=O)C2CCCCC2)c1 (stereo unspecified)
(7) CCC(CO)NCC#Cc1ccccc1 (stereo unspecified)
(8) O=C(NN1CCOCC1)c1cc(-c2ccc(Br)s2)nc2ccccc12

screen / no.,1,2,3,4,5,6,7,8
MC4R antagonist,10,8,3,8,-1,7,23,14
Exocytosis inh,2,0,-4,-1,-2,-1,-5,5
PDI inh,2,3,-4,4,-2,3,-1,-5
MC4R ag barr,-2.9,0.9,0.1,-0.8,0.0,-0.6,-0.2,1.7
m5-HT2A agonist,2,5,1,4,-1,-1,-1,-2
Cardio protect,-12,1,-1,-6,4,-5,-1,11
CaV13 ICDI inh,-5,-9,-5,.,-8,-5,-5,2
Glyco luc inh,0,0,-2,-2,0,1,0,4
ABHD5-PLIN5 inh,9,-7,2,7,-5,0,0,3
ABCB6 inh MLPCN,98,96,85,99,160,97,99,97

(9) CC(C)Cn1c(O)c(/C=C2\C=NN=C2c2ccccc2)sc1=S
(10) O=C(COC(=O)CCc1ccccc1)NCc1ccc2c(c1)OCO2
(11) N#Cc1c(Nc2ccccc2)[n+]([O-])c2ccc(Cl)cc2[n+]1[O-]
(12) CC(=O)O[C@@H]1C[C@H](c2ccccc2)OC(=O)CCCCC1=O
(13) CCC1(C)CC(=O)N(c2ccc(C(=O)O)c(O)c2)C1=O (stereo unspecified)
(14) Cc1ccc(C(=O)OCC(=O)Nc2ccc(S(N)(=O)=O)cc2)c(O)c1
(15) C/C(=N/NC(=O)CSCc1ccc(Cl)cc1)c1cccc(NC(=O)c2ccccc2)c1
(16) CCc1ccc2[nH]c(C(=O)Nc3ccc(Br)c(C)n3)cc2c1

screen / no.,9,10,11,12,13,14,15,16
MC4R antagonist,9,-1,-9,.,-2,1,21,18
Exocytosis inh,0,-2,3,-1,1,-1,2,10
PDI inh,1,-2,12,.,9,13,-3,-6
MC4R ag barr,1.9,-0.5,-0.8,.,-1.9,1.0,22*,2.3
m5-HT2A agonist,-1,4,5,-9,-2,-3,-2,-5
Cardio protect,-28,1,5,.,-7,-11,-9,-10
CaV13 ICDI inh,-3,-6,-5,-10,-7,-3,-3,-4
Glyco luc inh,-3,2,-1,.,1,-1,-1,-4
ABHD5-PLIN5 inh,-19,-5,0,-3,-5,3,3,-14
ABCB6 inh MLPCN,87,96,97,97,96,96,96,102

(17) N#CCCN(CCC#N)C(=O)c1ccc(Cl)cc1
(18) O=C(CS(=O)(=O)Cc1ccccc1)Nc1ccc(S(=O)(=O)N2CCCCCC2)cc1
(19) Oc1c(Cl)cc(Cl)cc1CNc1nccs1
(20) Cc1ccc(C(C)C)c(OCCNC(=O)c2cncc(Br)c2)c1
(21) CC(C)Cc1cc(C(C)(C)C)ccc1OC(=S)N(C)C
(22) CC(C)(C)N(Cc1cc2ccccc2[nH]c1=O)C(=O)C1CCCCC1
(23) CN(C)/N=C/C=C1\CCC/C(=C/c2cccs2)C1=O
(24) O=C(NC1CCCC1)C(c1ccccn1)N(C(=O)c1csnn1)C1CCCC1 (stereo unspecified)

screen / no.,17,18,19,20,21,22,23,24
MC4R antagonist,24,1,12,6,-2,0,10,0
Exocytosis inh,-2,-6,4,-2,-5,-2,9,0
PDI inh,-2,1,0,-3,-2,12,0,9
MC4R ag barr,0.1,-0.3,0.1,-1.9,3.1,0.8,-1.7,1.3
m5-HT2A agonist,4,-4,-2,6,2,3,-3,-6
Cardio protect,3,-2,-6,-15,-6,3,-20,2
CaV13 ICDI inh,-7,-6,-20,.,-5,-5,-24,-8
Glyco luc inh,3,-3,2,-4,-3,-1,-9,3
ABHD5-PLIN5 inh,-6,-14,1,3,-8,6,30*,-1
ABCB6 inh MLPCN,99,105,97,108,102,94,102,95

(25) Cc1cc(C(=O)Nc2sc3c(c2C#N)CCCCC3)cs1
(26) CC(C)CNS(=O)(=O)c1ccc(CCC(=O)O)cc1
(27) C[C@H](NC(=O)OCc1ccccc1)c1nnc([C@H](C)NC(=O)OCc2ccccc2)o1
(28) Cc1ccc2c(c1)C(C)CC(C)(C)N2C(=O)CN1CCN(C)CC1 (stereo unspecified)
(29) Cc1nc2cc(NC(=O)COc3ccccc3C#N)ccc2n1-c1ccccc1
(30) Cc1ccc(NC(=O)C(C)N2C(=O)C3CC=C(Cl)CC3C2=O)cc1 (stereo unspecified)
(31) CCc1cccc(OCC(=O)Nc2ccc(S(=O)(=O)Nc3ccccn3)cc2)c1
(32) COC(CN(C(=O)CCl)C(C(=O)NC1CCCCC1)c1ccccc1C)OC (stereo unspecified)

screen / no.,25,26,27,28,29,30,31,32
MC4R antagonist,9,4,10,5,3,7,3,8
Exocytosis inh,8,-8,-4,11,-1,-2,-1,-5
PDI inh,3,-6,-8,2,-2,-11,6,5
MC4R ag barr,14*,1.0,0.3,-0.4,-1.4,-1.4,4.4,1.9
m5-HT2A agonist,3,11,0,-10,-3,-1,-3,3
Cardio protect,-9,11,0,9,19,0,-12,-8
CaV13 ICDI inh,-8,-5,-10,-2,-5,.,1,-16
Glyco luc inh,-13,0,-1,0,-2,0,-1,11
ABHD5-PLIN5 inh,-15,10,-1,2,4,-2,-8,0
ABCB6 inh MLPCN,97,101,101,98,92,97,101,99

(33) COC(=O)c1ccc(NC(=O)CSc2nncc3ccc(OC)c(OC)c23)cc1
(34) CSc1nnc(-c2ccc(F)cc2)o1
(35) CCOc1cccc(CN2CCC(Oc3ccc(C(=O)N4CCCC4)cc3)CC2)c1O
(36) CCn1c(C(=O)NCc2ccccn2)cc2sccc21
(37) O=C1NC(=O)/C(=C\c2cn(CC(=O)N3CCOCC3)c3ccccc23)S1
(38) COCCN(CC(=O)Nc1cccc(C)c1C)C(=O)CN1C(=O)NC2(CCCCC2)C1=O
(39) Cc1cccc(C(=O)NCC(=O)N2CCN(c3ccc(Cl)cc3)CC2)c1
(40) CC(C)CCn1nc(C(=O)OC(C)C(=O)NC(N)=O)c2ccccc2c1=O (stereo unspecified)

screen / no.,33,34,35,36,37,38,39,40
MC4R antagonist,11,13,5,0,-41,16,1,-10
Exocytosis inh,0,0,15,-1,-4,-1,-5,-4
PDI inh,-5,6,-3,11,1,8,15,-7
MC4R ag barr,-2.2,1.2,0.1,-0.9,-0.1,5.2,0.1,-0.1
m5-HT2A agonist,3,-2,-3,4,6,-13,0,7
Cardio protect,6,0,6,-7,-1,5,-3,7
CaV13 ICDI inh,-5,.,-7,-2,-2,-5,-3,-8
Glyco luc inh,2,1,4,2,1,0,2,.
ABHD5-PLIN5 inh,-8,-1,-1,2,3,-2,4,0
ABCB6 inh MLPCN,98,105,109,101,101,101,93,93

Two compounds from above, showing only Cardio protect, PDI inh and m5-HT2A agonist.
item | Molecule | Cardio protect | PDI inh | m5-HT2A agonist
10 | O=C(COC(=O)CCc1ccccc1)NCc1ccc2c(c1)OCO2 | 1 | -2 | 4
2 | O=C(NNC(=S)Nc1ccccc1)c1ccco1 | 1 | 3 | 5

Returning to the listing, starting 2 compounds before the break.
(39) Cc1cccc(C(=O)NCC(=O)N2CCN(c3ccc(Cl)cc3)CC2)c1
(40) CC(C)CCn1nc(C(=O)OC(C)C(=O)NC(N)=O)c2ccccc2c1=O (stereo unspecified)
(41) CCCCn1c(=O)[nH]c2nc3cc(NC(C)=O)ccc3nc2c1=O
(42) COc1ccc(N(C(C)C(=O)N2CCC(Cc3ccccc3)CC2)S(C)(=O)=O)cc1 (stereo unspecified)
(43) CC(=O)Nc1ccc(OC(=O)c2cc([N+](=O)[O-])ccc2Cl)cc1
(44) Cc1ccccc1NC(=O)C1Cc2ccccc2CN1C(=O)OCc1ccccc1 (stereo unspecified)
(45) Cc1ccc(NC(=O)COc2ccc(Br)cc2C)cc1
(46) CCCNC(=O)C(=O)NCC1CCCN1CC (stereo unspecified)
(47) CCc1cccc(CC)c1NC(=O)C1CC(=O)N(c2ccc3c(c2)OCCO3)C1 (stereo unspecified)
(48) CN1CCN(c2ncccc2S(=O)(=O)N2CCCCC2)CC1

screen / no.,39,40,41,42,43,44,45,46,47,48
MC4R antagonist,1,-10,12,15,8,28,-1,-3,-1,-1
Exocytosis inh,-5,-4,0,0,4,-1,0,1,-2,0
PDI inh,15,-7,-4,3,-3,-5,2,-4,3,-5
MC4R ag barr,0.1,-0.1,-2.7,1.0,-3.0,0.9,1.7,-0.6,0.9,-0.1
m5-HT2A agonist,0,7,1,9,0,-6,1,0,7,-2
Cardio protect,-3,7,22,-26,0,1,-2,-2,-2,2
CaV13 ICDI inh,-3,-8,-51,6,-7,-2,-3,10,-4,.
Glyco luc inh,2,.,5,-4,-1,1,0,-1,1,3
ABHD5-PLIN5 inh,4,0,-4,5,-1,1,0,2,-4,1
ABCB6 inh MLPCN,93,93,98,90,104,98,98,99,98,86

(49) CN(C)C(=O)C[n+]1ccc(/C=N/O)cc1
(50) Cc1ccc(CN2CCC(N3CC(C)OC(C)C3)CC2)cc1 (stereo unspecified)
(51) O=C(CCc1ccccc1)Nc1ncc2c(n1)CCCC2=O
(52) COC(=O)/C=C/c1ccc(-n2ccnc2)cc1
(53) Cc1cc(C(=O)N/N=C/c2cccc(Cl)c2Cl)no1
(54) CC(C)c1ccc(CC(=O)N2CCC2(C)C(=O)Nc2cccc(C#N)c2)cc1 (stereo unspecified)
(55) CNC(=S)NCCCc1ccccc1

screen / no.,49,50,51,52,53,54,55
MC4R antagonist,5,2,0,0,-7,0,1
Exocytosis inh,-1,5,-1,0,0,-1,-2
PDI inh,23,2,5,24,-1,11,2
MC4R ag barr,1.6,-0.5,-2.6,0.1,-1.2,0.7,-2.2
m5-HT2A agonist,-2,-3,4,0,2,7,-1
Cardio protect,-1,2,2,2,3,-10,1
CaV13 ICDI inh,-5,-2,-5,-5,-2,-5,5
Glyco luc inh,3,1,0,3,2,0,2
ABHD5-PLIN5 inh,2,7,0,-2,-3,-8,-10
ABCB6 inh MLPCN,101,98,118,101,144,94,95

Compound activity (PubChem)
